# Kir21 inh = blocks the mouse Kir2.1 inward-rectifier potassium channel; P35561; HEK293-Kir2.1, FluxOR thallium flux fluorescence; stronger effect = lower value; B-score at 10 µM; 310,000 tested, 0.85% active;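 active = fluorescence ratio B-score at or below minus 3 SD of library scores, with starting-brightness B-score within 2 SD, cut at about -4.2 in these data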;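 also: channel flux triggered by added potassium and thallium sulfate stimulus; B-score of peak minus minimum fluorescence over baseline after thallium stimulus; more negative B-score means stronger Kir2.1 block with less thallium influx; some compounds called inactive have numbers as strong as hits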
# KCNQ2 block = KCNQ2 channel blockers in CHO-K1 cells – cell-based, FluxOR thallium flux, B-score, primary screen (AID 2156). O88943. 20 min; stronger effect = lower value. B-score at 10 µM. 310,000 tested, 1.1% active;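 active = fluorescence ratio B-score at most minus 3 library SDs, with starting brightness B-score within 2 library SDs, cut at about -5.5 in these data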
# Target sequence (O88943 whole entry, looked up): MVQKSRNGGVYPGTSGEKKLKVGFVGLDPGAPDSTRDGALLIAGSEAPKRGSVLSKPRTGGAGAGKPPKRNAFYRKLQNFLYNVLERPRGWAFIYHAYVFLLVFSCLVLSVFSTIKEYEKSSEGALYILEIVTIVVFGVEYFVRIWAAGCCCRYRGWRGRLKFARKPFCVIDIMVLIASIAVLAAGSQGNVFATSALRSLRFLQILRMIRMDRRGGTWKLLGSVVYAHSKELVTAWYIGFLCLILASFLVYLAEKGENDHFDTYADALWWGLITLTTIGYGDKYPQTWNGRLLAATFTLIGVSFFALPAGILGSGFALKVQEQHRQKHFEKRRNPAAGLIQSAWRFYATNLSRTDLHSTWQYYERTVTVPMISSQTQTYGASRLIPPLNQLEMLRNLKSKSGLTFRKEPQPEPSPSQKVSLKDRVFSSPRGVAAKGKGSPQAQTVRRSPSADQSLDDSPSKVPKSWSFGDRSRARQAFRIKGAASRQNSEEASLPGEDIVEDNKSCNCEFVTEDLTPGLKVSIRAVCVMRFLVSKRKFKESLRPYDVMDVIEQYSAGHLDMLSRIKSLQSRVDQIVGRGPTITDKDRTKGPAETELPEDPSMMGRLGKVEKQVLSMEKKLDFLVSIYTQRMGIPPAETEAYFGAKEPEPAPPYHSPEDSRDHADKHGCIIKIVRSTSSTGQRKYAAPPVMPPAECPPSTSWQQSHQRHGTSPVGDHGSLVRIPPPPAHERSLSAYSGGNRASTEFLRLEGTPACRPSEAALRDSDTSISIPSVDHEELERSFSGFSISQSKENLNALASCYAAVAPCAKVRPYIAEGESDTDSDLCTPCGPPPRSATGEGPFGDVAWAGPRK
# Numbers without * were called inactive; i = inactive.
# Value order: Kir21 inh, KCNQ2 block
> CC1=CC(C)(C)N=C(Nc2nc(C)c3cc(C)cc(C)c3n2)N1
 : -1, i
> CCOc1ccc(S(=O)(=O)N/N=C(\C)c2ccc(Cl)c(Cl)c2Cl)cc1
 : -0.46, i
> Cc1ccc(C)c(NC(=O)C2CC3CCC2C3)c1 (stereo unspecified)
 : 1.9, i
> O=C(Cn1c(=O)n(-c2ccc(F)cc2)c(=O)c2sccc21)NC1CCCCC1
 : -0.08, i
> COc1ccc(CCN2Cc3c(N)cccc3C2=O)cc1OC
 : 1.1, i
> CCCCNC(=O)NCC(=O)Nc1ccc(F)c(F)c1
 : -1.6, i
> CCCOc1ccccc1OCC(=O)Nc1ccc(S(=O)(=O)N2CCCCC2)cc1
 : -2.8, i
> S=C(NC12CC3CC(CC(C3)C1)C2)N1CCCC1
 : 0, i
> CN(C(=O)CCN1C(=O)S/C(=C\c2ccccc2)C1=O)C1CCS(=O)(=O)C1 (stereo unspecified)
 : -0.75, i
> C=CCn1c(SCC(=O)Nc2nccs2)nnc1-c1cc2cccc(OC)c2o1
 : 0.12, i
> COc1ccc(-c2ccc(SCC(=O)NCc3ccc4c(c3)OCO4)nn2)cc1OC
 : 2.4, i
> Fc1ccc(Cn2nnc(-c3ccc(CN4CCOCC4)cc3)n2)cc1
 : -0.02, i
> O=S(=O)(c1cccc(C(F)(F)F)c1)N1CCC(CO)(CCCc2ccccc2)CC1
 : 0.98, i
> N/C(=N\OC(=O)CN1C(=O)c2ccccc2C1=O)c1ccc(Cl)cc1
 : 1.5, i
> O=C(CCc1ccc(S(=O)(=O)NCc2ccccc2)cc1)NCc1ccco1
 : -0.53, i
> COc1cccc(C(O)c2nc3ccccc3n2C(C)C)c1OC (stereo unspecified)
 : -0.42, i
> Cc1ccc2c(C)c(C(=O)N3CCN(Cc4ccccn4)CC3)oc2c1C
 : -0.56, i
> O=C(NCCN1CCCCC1)Nc1ccccc1
 : 0.31, i
> O=C(NCC1OCCc2ccccc21)c1ccc(NC(=O)c2ccc(Cl)cc2)cc1 (stereo unspecified)
 : 0.01, i
> CCc1nc(N2CCCC2)c(C#N)c2c1CCCC2
 : -0.25, i
> COc1ccc(C)cc1Nc1nc(-c2c(C)[nH]c3ccccc23)cs1
 : 1.4, i
> O=C(Nc1cccnc1)c1ccco1
 : -1.2, i
> CCC(C)(C)C(=O)Nc1cc([N+](=O)[O-])ccc1F
 : -2.3, i
> Cc1ccc(CC2CC(=O)N(c3ccc4c(c3)OCCO4)C2=O)cc1 (stereo unspecified)
 : 0.57, i
> CCOC(=O)C(C)n1cnc2c(nnn2Cc2ccc(C)cc2)c1=O (stereo unspecified)
 : -0.41, i
> CCCc1nnc(SCC(=O)Nc2ccc(OC)cc2)n1N
 : 0.6, i
> COc1cc([N+](=O)[O-])cc(/C=N/NC(=O)C(C)Nc2cccc(C)c2)c1O (stereo unspecified)
 : 0.71, i
> O=C(NNC(=O)c1sccc1-n1cccc1)c1cccc(Cl)c1
 : -0.14, i
> O=C(c1cccs1)N1CCC(N2CCN(c3ccccc3)CC2)CC1
 : -0.66, i
> Cc1cccc(C)c1NC(=O)Cn1c(=O)n(CCCC(=O)NC2CCN(Cc3ccccc3)CC2)c(=O)c2ccccc21
 : -0.11, i

# Next section, starting with the last three of the part before.
# Value order: Kir21 inh, KCNQ2 block
> O=C(NNC(=O)c1sccc1-n1cccc1)c1cccc(Cl)c1
 : -0.14, i
> O=C(c1cccs1)N1CCC(N2CCN(c3ccccc3)CC2)CC1
 : -0.66, i
> Cc1cccc(C)c1NC(=O)Cn1c(=O)n(CCCC(=O)NC2CCN(Cc3ccccc3)CC2)c(=O)c2ccccc21
 : -0.11, i
> Cc1ccc(N=C2NC(=O)/C(=C/c3cccnc3)S2)cc1C
 : -0.99, i
> CCCCC(=O)Nc1ccc(C(=O)OC2CCCCC2)cc1
 : 0.69, i
> Cc1nc(SCC(N)=O)c(C#N)c(C)c1C
 : 0.99, i
> CCNC(=O)C(=O)Nc1cc2c3c(c1)CCN3C(=O)CC2
 : 1.8, i
> CC(=O)N1CCN=C1SCc1ccccc1Cl
 : 1.2, i
> N#Cc1c(NC(=O)CSc2nc(N)cc(=O)[nH]2)sc2c1CCCCCC2
 : -0.13, i
> Cc1ccc(C(=O)Nc2ccc(C(=O)N/N=C/c3ccccn3)cc2)cc1
 : -1.1, i
> COc1cc2ccccc2cc1C(=O)N1CC(C)CC(C)C1 (stereo unspecified)
 : 0.44, i
> CC(C)(CNC(=O)C1c2ccccc2-c2ccccc21)N1CCOCC1
 : -1.2, i
> Cc1ccn2cc(C(=O)Nc3ccc4c(c3)OCCO4)nc2c1
 : 0.08, i
> COc1ccc2c(c1OC)C(=O)N(c1ccc(O)cc1)C2=O
 : -0.56, i
> Cc1cccc(NC(=O)C2CCCN(C(=O)NCc3ccccc3)C2)c1C (stereo unspecified)
 : -0.88, i
> COCCNc1ccc(N2C(=O)CCCC2=O)cc1[N+](=O)[O-]
 : 0.04, i
> COc1ccc(NC(=O)COc2ccc(CNCCCN3CCOCC3)cc2OC)cc1
 : 1.3, i
> C=CCn1cnc2scc(-c3ccc(CC)cc3)c2c1=O
 : 0.04, i
> CCn1c2ccccc2c2cc(/C=N/n3c(-c4cc(C)[nH]n4)n[nH]c3=S)ccc21
 : 1.8, i
> COc1ccc(-c2cc(C(=O)N3CCCc4ccccc43)no2)cc1OC
 : 0.04, i
> O=C(Nc1ccccc1)N1CCCc2ccccc21
 : 0.01, i
> Cc1nnc(NC(=O)c2ccc(S(=O)(=O)C(F)F)cc2)s1
 : -0.03, i
> COC(=O)c1nc(NC(=S)NC(=O)c2cccs2)sc1C
 : 1.2, i
> CN(C)C(CNc1ncccn1)c1ccccc1 (stereo unspecified)
 : -0.1, i
> COC1=NS(=O)(=O)c2ccccc21
 : 1.6, i
> CCCCn1c(NC(C)=O)c(C#N)c2nc3ccccc3nc21
 : 0.29, i
> O=C(NC(NC(=S)N1CCOCC1)C(Cl)(Cl)Cl)c1ccc(Cl)cc1 (stereo unspecified)
 : 0.91, i
> CC(=O)Oc1ccccc1C1=NN(C(C)=O)C(c2ccccc2)C1 (stereo unspecified)
 : -0.39, i
> CC1CCCN(S(=O)(=O)c2ccc(C(=O)Nc3nnc(-c4ccncc4)o3)cc2)C1 (stereo unspecified)
 : -0.29, i
> O=C(CCn1c(=O)oc2ccccc21)N1CCOCC1
 : -1.4, i
> Cc1cc2c(c(=O)n1Cc1cccnc1)C(c1ccc(F)cc1)C(C#N)=C(N)O2 (stereo unspecified)
 : 1.1, i
> Fc1ccc(COc2cccc(CNCc3ccncc3)c2)cc1
 : -0.76, i
> CC1(C)CC(NC(=O)C2CCCCC2C(=O)O)CC(C)(C)N1 (stereo unspecified)
 : 2, i

# Additional entries:
structure	Kir21 inh	KCNQ2 block
Cc1ccc(C(=O)N/C(=C/c2cccs2)C(=O)N2CCCCC2)cc1	-0.29	i
Cc1ccc(S(=O)(=O)N(C)C)cc1NC(=S)Nc1cccc2ccccc12	-1.9	i
Cn1c(CN2CCOCC2)nc2cc(NC(=O)c3ccc(Cl)cc3)ccc21	0.1	i
Cc1ccc(S(=O)(=O)NNC(=O)c2cc(C)cs2)cc1	-1.1	i
CCOc1ccc(OCC)c(NC(=O)C2CCN(S(=O)(=O)c3cccc4nonc34)CC2)c1	-0.08	i
Cc1cc(C)cc(-c2nnc(SCC(=O)c3ccc4c(c3)OCCO4)o2)c1	0.2	i
Cc1cc(=O)[nH]c(S/C=C/c2ccccc2)n1	0.22	i
Cc1cc2c(cc(C(=O)NCc3cccnc3)n2Cc2ccc(Cl)cc2)o1	0.05	i
CCOC(=O)C1=NNC2C(=O)N(C3CCCCC3)C(=O)C12 (stereo unspecified)	0.69	i
O=C1CC2(CCN(C(=O)C(=O)c3c[nH]c4ccccc34)CC2)Oc2ccccc21	-0.56	i
COc1cc(C(=O)NCCSc2ccc(F)cc2)cc(OC)c1OC	-0.21	i
CCOC(=O)C1CCN(c2c(NCc3ccc(C(=O)NC(C)CC)cc3)c(=O)c2=O)CC1 (stereo unspecified)	0.74	i
CC(/C=N/NC(=O)c1cc(-c2cccnc2)nc2c1c(C)nn2-c1ccccc1)=C\c1ccccc1	0.05	i
Nn1cnnc1N/N=C/c1cc([N+](=O)[O-])c(Cl)cc1Cl	-1.6	i
COc1ccc(CN2CCN(CCCc3ccccc3)C(CCO)C2)cc1OC (stereo unspecified)	-1.2	i
COc1ccc(C(=O)NCc2ccccn2)cc1	0.75	i
CCN(CC)S(=O)(=O)c1ccc(Cl)c(C(=O)NC)c1	0.25	i
Cc1ccc(NN=Nc2nc3c([nH]2)c(=O)n(C)c(=O)n3C)cc1	-2.5	i
Cc1cc(C)c(NC(=O)CN)c(C)c1	1.1	i
CCN(CC)CCSc1nnc(Nc2ccccc2)n1-c1ccccc1	0.42	i
NC(=O)NC(=O)C(Nc1ccc2c(c1)CCC2)c1ccccc1 (stereo unspecified)	-0.61	i
CCC(C)Nc1nc(Cl)nc(NCCOc2ccccc2)n1 (stereo unspecified)	0.03	i
CCOC(=O)Cn1nc(C)c(NC(=O)COc2ccc([N+](=O)[O-])c(C)c2)c1C	0.01	i
CCN(CC)CCN(C(=O)/C=C/c1cccs1)c1nc2ccc(F)cc2s1	-0.04	i
CCCCCNC(=O)c1ccc(NS(=O)(=O)c2ccc3[nH]c(=O)[nH]c3c2)cc1	-0.31	i

# Compound profiles, as listed above:
# Cc1ccc(C(=O)N/C(=C/c2cccs2)C(=O)N2CCCCC2)cc1 is listed as Kir21 inh: -0.29; KCNQ2 block: i
# CCOc1ccc(OCC)c(NC(=O)C2CCN(S(=O)(=O)c3cccc4nonc34)CC2)c1 is listed as Kir21 inh: -0.08; KCNQ2 block: i

# More results
structure	Kir21 inh	KCNQ2 block
Cc1cccc(OCc2nnc(N)s2)c1C	0.43	i
COc1ccccc1C(=O)NNC(=O)C(=O)NC(C)C	-0.01	i
COc1cccc(/C=C/C(=O)Nc2cccc(C(C)=O)c2)c1OC	0.15	i
CCCn1cc(CN2CCC(Oc3ccc(C(=O)N4CCCC4)cc3)CC2)c(C)n1	-1.8	i
Cc1cc(N2CCN(c3ccccc3)CC2)nc(N)n1	-0.02	i
CCCCCCC(=O)NNC(=O)c1c(O)c2ccccc2n(CCC)c1=O	-1.5	i
COc1cc(/C=C/C(=O)O)cc(S(=O)(=O)Nc2ccc3[nH]c(=O)[nH]c3c2)c1OC	1.2	i
CCOC(=O)c1c(O)c2ccccc2n(CC)c1=O	-0.02	i
Cc1c(C(=O)c2ccc(Cl)cc2[N+](=O)[O-])c2ccccn2c1CCC#N	-0.75	i
Cc1cc(=O)oc(C)c1C(=O)NCCN(C)Cc1ccccc1	0.19	i
C=C(C)Cn1c(N2CCCC2)nc2c1c(=O)n(C)c(=O)n2C	-0.22	i
O=C(O)CCCCCNC(=O)/C=C/c1ccco1	1.1	i
Cc1c(Cl)cccc1NC(=O)CSc1ccc(-c2cccnc2)nn1	1.1	i
CN1CCN(C(=S)Nc2ccc(Cl)cc2)CC1	0.25	i
O=C(NC1CCCc2ccccc21)c1c(F)cccc1Cl (stereo unspecified)	0.2	i
COc1ccc(Cl)cc1NC(=O)CN(C)C1CCCCC1	-0.5	i
COCCCNc1ncnc2c1cnn2-c1ccc(C)cc1C	0.47	i
O=C(NCCCN1CCCC1=O)c1cc(=O)c2ccccc2o1	-0.34	i
O=S1(=O)N=C(Nc2ccc(O)cc2)c2ccccc21	-3	i
CCS(=O)(=O)N1CCN(c2ccc(C(=O)NC34CC5CC(CC(C5)C3)C4)cc2[N+](=O)[O-])CC1	1.1	i
O=C(COc1ccc(S(=O)(=O)N2CCOCC2)cc1Cl)N1CCOCC1	-1.7	i
O=C(O)c1nc(-c2ccccc2)n(-c2ccccc2)n1	0.51	i
FC(F)Sc1ccc(-n2c(-c3ccc(Cl)cc3)c[n+]3c2CCC3)cc1	-0.86	i
NC(=O)CSc1nnc(-c2ccc(S(=O)(=O)N3CCCC3)cc2)n1CC1CCCO1 (stereo unspecified)	-1.6	i
COc1ccc(-c2cc(C(F)F)n3ncc(C(=O)N4CCCc5ccccc54)c3n2)cc1	-0.95	i

# For convenience, part of the list above:
structure	Kir21 inh	KCNQ2 block
Cc1cccc(OCc2nnc(N)s2)c1C	0.43	i
COc1ccccc1C(=O)NNC(=O)C(=O)NC(C)C	-0.01	i

# Continuation:
structure	Kir21 inh	KCNQ2 block
N#Cc1cccnc1N1CCN(C(=O)COCC(=O)O)CC1	0.76	i
COc1ccccc1N1CCN(C(=O)c2cc3c(=O)n(C)c4ccccc4c3n2C)CC1	-0.79	i
Cc1ncc([N+](=O)[O-])n1CC(C)O (stereo unspecified)	-0.26	i
Cc1ccc(C)c(-n2nnnc2Sc2nnnn2-c2ccccc2)c1	-3	i
CCOc1ccc(C(=S)N2CCCC2)c(OCC)c1	-0.02	i
CC1=C(C(=O)OCCNC(=O)c2ccccc2O)C(c2ccccc2[N+](=O)[O-])C(C(=O)OCC2CCCO2)=C(C)N1 (stereo unspecified)	-0.97	i
O=S(=O)(c1ccc(Br)s1)N1CCN(Cc2ccc3c(c2)OCO3)CC1	0.68	i
COc1cccc(C(c2sc3ncnn3c2O)N2CCN(C(=O)c3ccco3)CC2)c1 (stereo unspecified)	0.62	i
O=C(CNC(=O)c1ccccc1)NCC(=O)OCC(=O)c1ccc([N+](=O)[O-])cc1	-0.06	i
COc1ccc(C(CNC(=O)c2ccccc2C)N2CCCC2)cc1 (stereo unspecified)	-0.04	i
CN(C)/C=N/NC(=O)C1Cc2c(ccc3ccccc23)O1 (stereo unspecified)	-1.6	i
CCC1CN(C(=O)NCc2ccc(F)cc2)c2ccccc2O1 (stereo unspecified)	0.01	i
C/C(Cl)=C/Cc1c(C)[nH]c2c(ccc3ccccc32)c1=O	1.3	i

# Screening data as filed in PubChem BioAssay.

# Compounds were not picked by outcome; 1.8% or so of the library scored in one or more.
